Screens from PubChem.
RBX1-CUL1 inh: human ROC1-CUL1 E3 ligase inhibition. in vitro K48 di-Ub FRET, acceptor:donor ratio, 45 min. inhibition, % at 10 µM. hit rate 0.6% among 140,000. AID 1347404; in the data active = inhibition above about 25%
Target sequence (P62877 whole entry, looked up): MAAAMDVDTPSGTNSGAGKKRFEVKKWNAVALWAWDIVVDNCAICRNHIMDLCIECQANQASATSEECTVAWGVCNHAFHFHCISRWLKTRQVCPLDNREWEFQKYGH
Target sequence (Q13616 whole entry, looked up): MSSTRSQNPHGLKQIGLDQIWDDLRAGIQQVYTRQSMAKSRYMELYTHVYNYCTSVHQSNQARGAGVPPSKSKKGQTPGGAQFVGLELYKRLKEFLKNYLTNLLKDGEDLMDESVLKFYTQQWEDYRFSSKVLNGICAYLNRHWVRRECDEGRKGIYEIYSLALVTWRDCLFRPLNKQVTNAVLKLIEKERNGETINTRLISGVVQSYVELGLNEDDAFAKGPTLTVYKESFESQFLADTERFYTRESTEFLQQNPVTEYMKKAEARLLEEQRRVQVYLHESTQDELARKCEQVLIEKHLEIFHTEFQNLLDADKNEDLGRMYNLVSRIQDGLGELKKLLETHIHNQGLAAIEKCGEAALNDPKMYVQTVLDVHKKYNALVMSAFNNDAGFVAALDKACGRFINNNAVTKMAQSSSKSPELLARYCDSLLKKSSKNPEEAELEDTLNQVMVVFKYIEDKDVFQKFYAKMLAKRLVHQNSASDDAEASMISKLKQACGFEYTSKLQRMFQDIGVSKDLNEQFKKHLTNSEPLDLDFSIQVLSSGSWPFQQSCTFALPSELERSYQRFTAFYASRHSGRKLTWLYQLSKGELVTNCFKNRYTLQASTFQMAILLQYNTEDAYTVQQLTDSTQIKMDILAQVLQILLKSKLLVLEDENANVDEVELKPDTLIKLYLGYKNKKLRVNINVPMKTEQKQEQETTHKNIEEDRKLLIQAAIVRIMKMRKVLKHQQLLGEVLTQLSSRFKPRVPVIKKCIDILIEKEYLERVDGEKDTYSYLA
Starred values were filed as active, the others as inactive.

item	mol	RBX1-CUL1 inh
1	COc1ccc(Cl)cc1NC(=O)C(C)Sc1nc2c(c(=O)[nH]1)CCCC2 (stereo not given)	6.6
2	CCOC(=O)c1cc(-c2ccccc2)sc1NC(=O)C1C2CCC(O2)C1C(=O)O (stereo not given)	1.8
3	COc1ccccc1OCCSc1nnc(-c2ccc(N)cc2)n1C	7.6
4	COc1ccc(-n2c(=O)c3c4c(sc3n(Cc3ccc(C(C)(C)C)cc3)c2=O)CCC4)c(OC)c1	-5.1
5	O=[N+]([O-])c1ccc(CSc2nc3ccccc3o2)cc1	-3.9
6	CC(C)(C)C(=O)NNC(=O)c1cccs1	-6.7
7	CCCCNC(=O)c1nnn(-c2ccc(F)cc2)c1C	-2.7
8	Cc1ccc2nc(-c3ccncc3)c(Nc3ccc(C(C)C)cc3)n2c1	-1.1
9	COc1ccc(-c2noc(CSc3nnc(C)n3-c3cccc(C)c3)n2)cc1	-6.4
10	CCOC(=O)c1c(C)c(C(=O)NCCc2ccc(OC)cc2)c(C)n1C	-8.3
11	Cc1ccccc1OCC(=O)Nc1ccc(S(=O)(=O)Nc2ncccn2)cc1	-2.2
12	CCc1ccc(CN2CCc3nc(Nc4ccccc4)ncc3C2)cc1	9.2
13	CC(C)c1ccccc1NC(=O)CN1C(=O)c2cccc3cccc1c23	0.8
14	CC1CN(C(=O)C2CC2)C(C)CN1C(=O)C1CC1 (stereo not given)	-8.5
15	Cc1cc(C)cc(NC(=O)CSc2nnc(Cc3ccccc3)o2)c1	-5.3
16	FC(F)(Cl)Oc1ccc(Nc2nc(NCc3ccccc3)nc(N3CCOCC3)n2)cc1	-9.2
17	Clc1nc(-c2ccc(-c3ccccc3)cc2)oc1-c1ccccc1	5.1
18	CC(C)(C)CC(=O)Nc1ccc(C(N)=O)cc1	-0.1
19	O=C(NCC(c1cccs1)S(=O)(=O)c1cccs1)c1c(F)cccc1F (stereo not given)	-14.3
20	CCCC(C)c1nnc(NC(=O)N2CCN(Cc3noc(C)n3)CC2)s1 (stereo not given)	2.4
21	CCOC(=O)C1=C(C)N=c2s/c(=C/C=C/c3ccccc3)c(=O)n2C1c1ccc(OC)cc1 (stereo not given)	9.1
22	Cc1ccc(C2CC(=O)N(Cc3ccccc3)c3c2c(C)nn3-c2nc(C)cc(C)n2)cc1 (stereo not given)	2.0
23	CC(=O)CC1OC(=O)c2ccccc21 (stereo not given)	4.6
24	Cc1ccc(CCNS(=O)(=O)c2c(C)nc3sc(C)c(C)n3c2=O)cc1	5.2
25	Cc1ccccc1N=C/C=C1\N(C)c2ccccc2C1(C)C	-4.4
26	Cc1ccccc1C1CC(=O)c2cnc(N3CCOCC3)nc2C1 (stereo not given)	6.4
27	O=C(COc1ccccc1)NC1CCCCC1	-6.2
28	C=CCNc1nnc2ccc(Cl)nn12	9.9
29	Cc1cc(C(C)(C)C)cc(C)c1C(=O)c1cccs1	-9.1
30	CCOc1ccccc1-n1ccnc(NCc2ccc(F)cc2)c1=O	5.1
31	O=C1CCCC2=C1C(c1ccccc1C(F)(F)F)C1=C(CCCC1=O)O2	0.1
32	CCOC(=O)c1ccc(-n2c(C)nc3c(cnn3-c3ccc(Cl)cc3)c2=O)cc1	-3.0
33	COC(=O)c1ccc(/C=C2\SC(=S)N(CCCCCC(=O)O)C2=O)cc1	80.7*
34	Cc1ccc(-c2nc3ccccc3c(C(=O)Nc3cc(C)cc(C)c3)c2C)cc1	-5.2
35	COc1ccc(NC(=S)NC(=O)C(c2ccccc2)c2ccccc2)c(OC)c1	5.3
36	Cc1cccc(CS(=O)(=O)NCCc2ccccc2)c1	7.4
37	O=C(CCc1ccccc1)NNC(=O)C1CC1	-1.6
38	C=CCn1c(=O)c2c(nc3n2CC(C(C)(C)C)=NN3C(C)C)n(C)c1=O	2.5
39	O=C1Nc2ccccc2C(=O)C1CCCOCc1ccccc1 (stereo not given)	5.6
40	COc1ccccc1NS(=O)(=O)c1ccc(OC)c(C(=O)NC2CCCCC2)c1	-2.0
41	CC1(C)C(=O)C2(C(=O)Nc3ccccc3Cl)CCC1C2 (stereo not given)	8.1
42	CCN(CC)CCCN=CC1C(=O)NC(=S)N(c2cc(OC)ccc2OC)C1=O (stereo not given)	-7.2
43	COC(=O)C1CCC(=S)N1C(=O)OC (stereo not given)	3.0
44	C=CCn1c(SCC(=O)c2cc(C)n(-c3ccccc3F)c2C)nc2sc3c(c2c1=O)CCC3	4.2
45	CC(=O)c1cccc(OCc2cc(C(=O)N3CCC[C@H]3CO)n[nH]2)c1	6.3
46	NC(=O)C1CCN(c2c(-c3ccccc3)c3cc(Cl)ccc3[nH]c2=O)CC1	3.4
47	O=C(c1ccc2[nH]ccc2c1)N1CCOc2ccc(CN3CCN(CCO)CC3)cc2C1	-4.8
48	COc1cccc(-c2cc(C(=O)Nc3ccc(C)cc3)[nH]n2)c1	-3.0
49	CN(C)c1ccc(C=NCC23CC4CCC(CC(C4)C2)C3)cc1	6.1
50	CC(C)(C)c1ccc(C(=O)NCC(c2cccs2)S(=O)(=O)c2cccs2)cc1 (stereo not given)	-7.2
51	O=C1CCCN1c1ccc(S(=O)(=O)N2CCN(c3ccc(F)cc3)CC2)cc1	1.4
52	Cc1nn(C)c(C)c1CCNC(=O)Nc1cccc(Cl)c1C	2.1
53	O=C(O)c1ccccc1-c1nc2cc(Cl)c(F)cc2[nH]1	5.1
54	CN1C(=O)CC(=O)N=C1SCC(=O)C1CCOCC1	3.1
55	CCc1cccc(C)c1NC(=O)C(CC(C)C)N1CCC1=O (stereo not given)	1.9
56	Cc1ccc2c(Cl)c(C(=O)Nc3ccc4c(c3)OCCO4)sc2c1	-9.1
57	Cc1ccc(N2CCN(C(=O)c3cn(C)c4ccc(S(=O)(=O)N(C)C5CCCCC5)cc4c3=O)CC2C)cc1 (stereo not given)	0.0
58	O=S(=O)(Cc1ccc(Cl)c(Cl)c1)NCC1CCCO1 (stereo not given)	-2.7
59	COCCCn1c(=O)c2sccc2n2c(CCCC(=O)Nc3cccc(C(F)(F)F)c3)nnc12	1.4
60	CCCn1c2ccccc2c2cnn(CC(=O)NCCc3ccc(OCC)cc3)c(=O)c21	-8.5

Next entries:
item	mol	RBX1-CUL1 inh
61	N#CC1C(=N)Oc2c(ccc3ccccc23)C1c1ccc2c(c1)OCO2 (stereo not given)	-2.0
62	COc1ccccc1C1CC(=O)N=C(SC)C1C#N (stereo not given)	-1.0
63	CCN(CC)CCCN1C(=O)C(=O)C(C(=O)c2ccccc2)C1c1ccccn1 (stereo not given)	-3.5
64	Cc1cccc(-c2cnc(C)nc2C2CCCN(C(=O)C34CC5CC(CC(C5)C3)C4)C2)c1 (stereo not given)	-7.8
65	O=C(COc1ccccc1)Nc1cccc(NC(=O)Cc2ccccc2)c1	-1.2
66	COC(=O)Cn1c(CN2CCN(c3ccc(OC)cc3)CC2)nc2c1c(=O)[nH]c(=O)n2C	-0.7
67	O=C(O)CCCN=C1NC2(CCCC2)Cc2ccccc21	3.1
68	Cc1ccccc1OCC(=O)NCC(=O)N/N=C/C=C/c1ccccc1	5.0
69	CCOc1ccc(-n2c(=O)c3c(C)c(C)sc3n(Cc3ccc(C(C)(C)C)cc3)c2=O)cc1	-8.3
70	Cc1ccc(Nc2c(-c3cc(Br)ccc3F)nc3cc(C)ccn23)cc1	-4.4
71	COc1ccc(/C=C/c2nc(C#N)c(N3CCC(C)CC3)o2)cc1OC	-3.7
72	CNC(=S)NNc1nc(-c2ccccc2)c2cc(Cl)ccc2n1	-4.5

Quoted from above, nos. 45 to 51
item	mol	RBX1-CUL1 inh
45	CC(=O)c1cccc(OCc2cc(C(=O)N3CCC[C@H]3CO)n[nH]2)c1	6.3
46	NC(=O)C1CCN(c2c(-c3ccccc3)c3cc(Cl)ccc3[nH]c2=O)CC1	3.4
47	O=C(c1ccc2[nH]ccc2c1)N1CCOc2ccc(CN3CCN(CCO)CC3)cc2C1	-4.8
48	COc1cccc(-c2cc(C(=O)Nc3ccc(C)cc3)[nH]n2)c1	-3.0
49	CN(C)c1ccc(C=NCC23CC4CCC(CC(C4)C2)C3)cc1	6.1
50	CC(C)(C)c1ccc(C(=O)NCC(c2cccs2)S(=O)(=O)c2cccs2)cc1 (stereo not given)	-7.2
51	O=C1CCCN1c1ccc(S(=O)(=O)N2CCN(c3ccc(F)cc3)CC2)cc1	1.4

Other structures.
item	mol	RBX1-CUL1 inh
73	CN1N=C(C(=O)N2CCCC(CCc3c(F)cccc3F)C2)CCC1=O (stereo not given)	3.4
74	O=C(CCn1nnnc1CN1CCOCC1)N1CCCC(c2ccc(Cl)cc2)C1 (stereo not given)	-5.5
75	COc1cccc(CNCCCSc2nnnn2C)c1	6.9
76	CC(C)(C)c1ccc(S(=O)(=O)N2CCCCC2)cc1	-2.9
77	Cc1ccccc1Cn1cc(NC(=O)c2ccc(F)cc2)cn1	-3.2
78	CCOc1cc(C(=O)Nc2nc(-c3ccc(Cl)cc3)cs2)cc(OCC)c1OCC	-12.5
79	O=c1ccc(Sc2ccccc2)c[nH]1	-17.2
80	COc1ccc(C)cc1Nc1cc(C)nc(C)n1	-8.0
81	CC(C)CCNC(=O)C1CCCCC1	-15.0
82	Cc1ccccc1C(=O)NN1C(=O)/C(=C/c2c(F)cccc2Cl)SC1=S	0.2
83	COc1ccc(C(=O)NCC(c2ccc3c(c2)OCO3)N2CCN(c3ccccc3F)CC2)cc1 (stereo not given)	-6.5
84	CCCn1cc(S(=O)(=O)c2ccccc2)c(=O)c2cc(F)c(N3CCCCC3)cc21	4.7
85	COc1ccc(C2c3c(n(C)c4ccccc34)C(=O)N2CC(=O)Nc2cccc(Cl)c2C)cc1 (stereo not given)	-3.4
86	O=C(Nc1ccc(Cl)c(Cl)c1)Nc1nc2ccccc2s1	-13.0
87	O=C(O)c1cc(-c2ccc(C(F)(F)F)cc2)nc2n[nH]c(-c3ccccc3)c12	-5.4
88	CCOC(=O)c1c(C)[nH]c(CCC(=O)Nc2ccccc2C(F)(F)F)c1C	4.6
89	CC1CN(S(=O)(=O)c2cccc(C(=O)c3cccc(S(=O)(=O)N4CC(C)OC(C)C4)c3)c2)CC(C)O1 (stereo not given)	-3.8
90	COC(=O)c1ccc(COC(=O)CNC(=O)CNC(=O)c2ccc(OC)cc2)cc1	7.7
91	c1ccc(-c2cc3ccccc3c(-c3ccccc3)c2-c2ccccc2)cc1	0.7
92	CCOC(=O)c1cnc(SC)nc1SCC(=O)N1CCN(c2ccc(Cl)cc2)CC1	8.2
93	O=S(=O)(Oc1ccc(-c2ccccc2)cc1)c1ccccc1	-3.4
94	CC(C)Nc1nc(NC(C)C)nc(SCC(N)=O)n1	-0.6
95	N#Cc1ccccc1NS(=O)(=O)c1cccc(C(F)(F)F)c1	8.7
96	Cc1nn(C(=O)c2nn(C)cc2Br)c(C)c1[N+](=O)[O-]	8.2
97	Cc1nnc(SCC(=O)Nc2ccc(N(C)C)cc2)[nH]c1=O	1.7
98	CCCCOc1cccc(C(=O)Nc2ccc(OCC)cc2[N+](=O)[O-])c1	-10.7
99	CCCCOc1ccc(C2C(C(=O)c3cc4ccccc4o3)C(=O)C(=O)N2c2nc3c(C)cc(C)cc3s2)cc1 (stereo not given)	2.1
100	COc1ccc(C2c3c(n[nH]c3C)OC(=N)C2[N+](=O)[O-])cc1 (stereo not given)	-1.9
101	CCc1ccccc1NC(=O)Nc1cc(C(=O)NCc2cccc(F)c2)ccc1N1CCCC1	-7.3
102	CCOc1ccc(C2CC(=O)NC3=C2C(=O)CCC3)cc1OC (stereo not given)	-17.1
103	Nc1ncnc2nc(NCCSSCCNc3nc4ncnc(N)c4[nH]3)[nH]c12	4.6
104	CCOC(=O)C1=C(C)N=c2s/c(=C/c3ccoc3)c(=O)n2C1c1ccc(Cl)cc1 (stereo not given)	6.4
105	Cc1noc(Cn2c(=O)c3ccccc3n(CC(=O)Nc3ccccc3C(F)(F)F)c2=O)n1	-3.8
106	CCc1ccc2c(c1)c(=O)c(C(=O)c1ccc(C)cc1)cn2CC(=O)Nc1ccccc1C	3.0
107	Cc1ccc(-c2nc3ccccc3n3c(-c4ccccc4)c4c(=O)n(C)c(=O)n(C)c4c23)cc1	-7.7
108	CC(C)CCn1c(=O)c2sccc2n2c(CCCC(=O)NC(C)C)nnc12	-1.7
109	CSCCNCc1c(C(=O)N2CCCCC2)nc2c(C)cccn12	2.6
110	COc1cc(OC)cc(C(=O)Nc2ccc3c(c2)CCCN3C(=O)c2cccs2)c1	0.5
111	COc1ccc(-c2onc(C)c2C)cc1S(=O)(=O)NCC1CCN(Cc2cc(C)ccc2C)CC1	2.4
112	Cc1cc(CSc2ccccc2)ccc1NC(=O)CN1C(=O)c2ccccc2S1(=O)=O	-6.3
113	CN(CC(=O)Nc1ccc(F)cc1F)S(=O)(=O)c1ccc(C(=O)N2CCOCC2)s1	-0.7
114	CCC(C)C(=O)Nc1ccc(C(=O)OC)cc1 (stereo not given)	-19.0
115	O=C(c1ccc(CNS(=O)(=O)c2cccc(C(F)(F)F)c2)cc1)N1CCCCC1	-5.9
116	CC(C)c1ccc(OCC(=O)Nc2cc(-c3ccccc3)no2)cc1	-9.1
117	Cc1cccc(OCCN2C(=O)COc3ccc(Cl)cc32)c1	9.1
118	COc1cccc(CNC(=O)CSc2c3c(nc4cc(Cl)ccc24)CCCC3)c1	-4.4
119	Cc1cccc(-c2noc(-c3cccnc3NCc3ccccc3Cl)n2)c1	-1.3
120	CN(C)C1(C(=O)N2CCC[C@H]2C(N)=O)Cc2ccccc2C1	-7.8
121	Cc1cc(OC(C)C(=O)N2CCC(C(N)=O)CC2)cc(C)c1Cl (stereo not given)	4.0
122	O=C(COC(=O)c1ccccc1-c1ccccc1)c1ccc(-c2ccccc2)cc1	2.8
123	O=S(=O)(Nc1ccccn1)c1ccc(F)cc1	3.3
124	CC(C)(C)CN1CC(NC(=O)NC2CCCCC2)CC1=O (stereo not given)	7.5
125	COC(=O)C1C(C)=Nc2c(c(=O)n(C)c(=O)n2C)C1c1ccc(Cl)cc1Cl (stereo not given)	1.0
126	Cc1ccc(Cl)cc1N(C)C(=O)c1sc2nc3n(c(=O)c2c1C)CCCC3	8.0

These rows are one share of the data; the hit share may differ from the screen's.
